High-throughput results: PubChem BioAssay, several laboratories
STAT1 inh = reduces IFN-gamma driven STAT1 reporter signal; 0.35% of 200,000 active; inhibition, % at 5.5 µM; NIH 3T3 STAT1-luciferase reporter, luminescence;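 active = inhibition above a set limit, the mean inhibition across all tested compounds plus 3 SD, cut at about 34% in these data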;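 note: 0% = IFN-gamma with DMSO and 100% = IFN-gamma with 300 µM nifuroxazide; values of inactives mirror those of a sister screen read the other way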
STAT1 activator = activators of IFN-gamma induced STAT1 signaling | NIH 3T3 STAT1-luciferase reporter, luminescence; 100% = IFN-gamma alone, no compound | activation (% of control), % at 5.5 µM | 2.6% of 200,000 active | AID 932;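 active = activation above the screen-wide mean activation plus 3 SD, cut at about 130% in these data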;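 note: raw ratio to IFN-gamma control signal so 100% means no change and 0% no light; values of inactives mirror those of a sister screen read the other way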
APP 5UTR inh = APP translation inhibition; inhibition, % at 2 µM; SH-SY5Y APP 5'UTR-luciferase reporter, luminescence; 0.82% of 190,000 active;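 active = inhibition above a set limit, derived from the sample mean plus 3 SD, cut at about 45% in these data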; note: values of inactives mirror those of a sister screen read the other way
ROMK primary = human ROMK K+ channel modulation, primary screen. P48048. Tet-inducible ROMK, thallium flux fluorescence; actives lie on both sides. B-score at 10 µM. 2% of 130,000 active. AID 1918;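 active = signal ratio slope over the read window, or its plate-corrected B-score, at least 3 SD from the plate mean, either direction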;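 note: B-score of the F/F0 ratio slope over 7 to 12 s after thallium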
Target sequence (P48048 whole entry, looked up): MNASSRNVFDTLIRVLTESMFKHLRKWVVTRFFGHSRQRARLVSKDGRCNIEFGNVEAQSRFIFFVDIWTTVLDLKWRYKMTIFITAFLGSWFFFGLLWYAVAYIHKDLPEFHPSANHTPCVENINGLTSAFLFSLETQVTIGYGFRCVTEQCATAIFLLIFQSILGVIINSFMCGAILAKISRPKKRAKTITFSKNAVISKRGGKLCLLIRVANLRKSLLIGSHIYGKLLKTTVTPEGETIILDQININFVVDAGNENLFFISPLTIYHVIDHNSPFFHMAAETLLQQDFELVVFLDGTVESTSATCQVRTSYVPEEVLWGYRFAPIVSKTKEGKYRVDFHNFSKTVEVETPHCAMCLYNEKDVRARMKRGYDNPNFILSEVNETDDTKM
STAT3 inh = STAT3 signaling inhibition; inhibition, % at 5.5 µM; 0.89% of 190,000 active; AID 862; U3A cells, IL-6 STAT3-luciferase reporter, luminescence; host cell line lacks STAT1;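 active = inhibition above the mean inhibition across all screened compounds plus 3 SD, cut at about 44% in these data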;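 note: 0% = DMSO only wells and 100% = 100 µM nifuroxazide control wells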
NF-kB neuron act = NF-kB expression increase, human neuronal cells | NF-kB reporter expression; active compounds read high | fold change at 12.5 µM | 1.6% of 190,000 active; in the data active = fold change above about 3.3
APP 5'UTR act = activates APP 5'UTR luciferase reporter; SH-SY5Y APP 5'UTR luciferase reporter, luminescence; zero percent = DMSO vehicle wells; activation, % at 2 µM; 1% of 190,000 active; AID 1276;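 active = activation above a set limit, based on mean plus 3 SD of controls, cut at about 140% in these data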; note: values of inactives mirror those of a sister screen read the other way
FLuc act counter = firefly luciferase counter-screen for stimulation assays; P08659; ATPlite luciferase biochemical, luminescence, 10 min; 0 = ATP-free wells, 1 = DMSO control; activation factor at 10 µM; 200,000 tested, under 10 active; AID 1027;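 active = luciferase activation factor, scaled between plate controls, of at least 2 with compound at 10 µM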
Target sequence (P08659 whole entry, looked up): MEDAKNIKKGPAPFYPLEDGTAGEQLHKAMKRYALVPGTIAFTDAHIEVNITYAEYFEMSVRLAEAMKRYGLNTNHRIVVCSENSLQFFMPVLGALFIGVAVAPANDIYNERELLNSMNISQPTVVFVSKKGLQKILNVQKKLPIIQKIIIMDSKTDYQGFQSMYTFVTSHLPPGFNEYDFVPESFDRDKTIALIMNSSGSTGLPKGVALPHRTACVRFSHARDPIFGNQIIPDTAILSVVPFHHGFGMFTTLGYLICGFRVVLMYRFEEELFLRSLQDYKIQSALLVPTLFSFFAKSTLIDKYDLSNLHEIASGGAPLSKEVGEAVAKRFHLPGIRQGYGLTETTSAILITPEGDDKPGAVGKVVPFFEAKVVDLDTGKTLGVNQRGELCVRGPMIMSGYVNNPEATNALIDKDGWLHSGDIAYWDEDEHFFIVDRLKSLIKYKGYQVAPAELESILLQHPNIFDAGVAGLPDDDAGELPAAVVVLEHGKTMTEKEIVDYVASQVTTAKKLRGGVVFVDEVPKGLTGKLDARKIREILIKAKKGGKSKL
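System: luciferase plus luciferin reagent, cell-free; medium: PBS as buffer for the ATP substrate; dosing: test compounds dosed from 2 mM stocks in 100% DMSO; timing: 10 min post-reagent at room temperature; measured by: luminescence measurement of luciferase light output; evaluation: luciferase activation, seen as luminescence increase over controls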
STAT3 act = increases IL-6 driven STAT3 reporter signal; activation (% of control), % at 5.6 µM; 0.91% of 190,000 active; U3A cells, IL-6 STAT3-luciferase reporter, luminescence; 100% = signal with IL-6 EC80 alone;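 active = activation above the screen-wide mean of compound activation plus 3 SD, cut at about 130% in these data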;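 note: 0% = background luminescence of wells with medium and substrate only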
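Test system: human U3A cells carrying STAT3-luciferase construct; control set: IL-6-only wells as 100% reference; timing: compound pre-incubation 1 h before IL-6, then 6 h stimulation at 37 °C; also added: IL-6 stimulus at 33 ng/mL final; evaluation: % activation versus median of IL-6-stimulated wells; detection: reporter luminescence signal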
FLuc inh counter = counter-screen for luciferase assay inhibitors: firefly luciferase inhibition. ATPLite firefly luciferase biochemical luminescence, 10 min. inhibition, % at 10 µM. 1.5% of 200,000 active;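 active = inhibition above about 50% when tested at 10 µM, limit read from the data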
* = called active by the depositor; . = no result given.

structure | STAT1 inh | STAT1 activator | APP 5UTR inh | ROMK primary | STAT3 inh | NF-kB neuron act | APP 5'UTR act | FLuc act counter | STAT3 act | FLuc inh counter
CCOc1ccccc1NC(=O)c1cc(SC)ccc1Cl | 5.6 | 95.0 | 29.4 | -0.914 | 23.6 | 1.42 | -29.4 | 1 | 86.1 | -0.2
CCC1(c2cccc(Cl)c2)NC(=O)N(Cc2cc(C(=O)OC)c(C)o2)C1=O (stereo unspecified) | 6.7 | 93.9 | -11.9 | . | 5.2 | 0.42 | 11.9 | 1 | 99.7 | -0.6
O=C1Cn2c(nc3ccccc32)-c2ccccc2N1 | 9.7 | 91.0 | -3.0 | 0.17 | 4.5 | 1.05 | 3.0 | 0.9 | 98.5 | 5.9
CCOc1ccc(S(=O)(=O)NCc2ccc(Cl)cc2)c2cccnc12 | 2.5 | 97.7 | -5.3 | -1.85 | -0.2 | 1.08 | 5.3 | 1.1 | 103.5 | -8.6
COc1ccc(CNC(=O)COC(=O)/C=C/c2cccc(Br)c2)cc1OC | -8.1 | 106.1 | -2.7 | 0.834 | 10.2 | 1.04 | 2.7 | 1.1 | 96.9 | -5.4
CCc1c(O)nc(SCC(=O)Nc2ccccc2OC)[nH]c1=O | -4.7 | 104.3 | -10.9 | . | 0.5 | 1.07 | 10.9 | 1.1 | 104.0 | -6.1
COc1ccc(S(=O)(=O)N2c3ccccc3OCC2C(C)(C)C)cc1 (stereo unspecified) | 4.8 | 95.7 | -0.7 | 0.526 | 3.9 | 0.8 | 0.7 | 1 | 104.0 | -2.3
O=C(Nc1ccc(OCC(=O)N2CCOCC2)cc1)Nc1cccc(Cl)c1 | 0.4 | 97.9 | -0.6 | -0.245 | -3.5 | 1.07 | 0.6 | 0.8 | 105.0 | 20.3
CN1C(=O)NC(NC(=O)c2ccncc2)(C(F)(F)F)C1=O (stereo unspecified) | -0.6 | 100.6 | 13.7 | . | 4.4 | 1.3 | -13.7 | 1.1 | 101.2 | -8.0
Cc1cc(C)cc(NC(=O)C(OC(=O)c2cccs2)c2ccccc2)c1 (stereo unspecified) | -2.9 | 102.6 | 5.0 | . | -12.6 | 0.83 | -5.0 | 1.2 | 106.5 | -16.2
Cc1ccc(O)c(C(=O)c2cnn(-c3ccc(S(=O)(=O)N4CCOCC4)cc3[N+](=O)[O-])c2)c1 | -6.7 | 106.1 | -8.4 | 0.242 | 2.8 | 0.94 | 8.4 | 1.1 | 105.3 | -6.0
Cc1cc(/C=C2\C(=N)N3N=C(C(C)C)SC3=NC2=O)c(C)n1-c1ccccc1 | -6.5 | 106.7 | 3.4 | 0.186 | 7.4 | 1.06 | -3.4 | 0.9 | 94.4 | 5.0
COc1cccc(Nc2nnc(SCC(=O)N(CC(C)C)CC(C)C)s2)c1 | 1.2 | 98.9 | 12.5 | . | 7.0 | 0.62 | -12.5 | 1 | 97.2 | 0.0
Cc1ccc(CN2CCN(CC(=O)NCCCN3CCN(c4ccc(F)cc4)CC3)C2=O)cc1 | 12.1 | 88.9 | 2.9 | . | 34.1 | 0.78 | -2.9 | 1 | 73.2 | -3.5
CC(C1CCN(Cc2nc(C3CC3)no2)CC1)N1CCOCC1 (stereo unspecified) | 8.0 | 90.7 | -3.0 | 2.06 | 12.7 | 1.29 | 3.0 | 1 | 91.9 | -2.7
Cc1cc(C)nc(NC(=O)c2cccc(Cl)c2)n1 | -1.8 | 102.5 | -4.2 | . | 4.7 | 0.98 | 4.2 | 1.1 | 97.2 | -6.3
CCCCC#Cc1ccccc1CC(=O)Nc1ccccc1 | -6.2 | 105.7 | 8.5 | -0.0823 | -37.3 | 0.83 | -8.5 | 1 | 128.8 | -2.6
CC(Sc1ncnc2ccccc12)C(=O)Nc1ccc2c(c1)OCO2 (stereo unspecified) | 34.0 | 69.7 | -32.7 | . | 18.1 | 1.03 | 32.7 | 1 | 87.5 | -3.4
COc1ccc(OC)c(C2=NOC(C(=O)NCc3ccco3)C2)c1 (stereo unspecified) | 6.1 | 94.3 | 0.0 | 3.47* | -5.7 | 0.82 | 0.0 | 1 | 102.1 | -0.3
COc1cccc(N(CC(=O)Nc2cccc(N(C)S(C)(=O)=O)c2)S(C)(=O)=O)c1 | 7.2 | 93.3 | . | -0.00397 | 5.3 | 0.88 | . | 1 | 98.1 | -3.8
COCCNC(=O)/C(C#N)=C\c1ccc(CNC(=O)C(=O)Nc2ccc(C)c(C)c2)o1 | -0.2 | 100.6 | -16.1 | -0.0176 | 7.3 | . | 16.1 | 1 | 98.9 | -0.5
C=CCNC(=O)Cc1c(OC)ccc2cc(Br)ccc12 | 2.4 | 97.1 | -1.1 | 1.57 | 18.5 | 0.89 | 1.1 | 1 | 86.7 | -2.3
Cc1cc(-c2nnc(CCC(=O)N(CC3CC3)CC3CCCO3)o2)no1 (stereo unspecified) | -9.9 | 107.5 | 0.3 | 0.634 | 10.5 | 1.17 | -0.3 | 1.1 | 94.5 | -5.1
COc1ccc(CCN2CC(C(=O)NCc3ccco3)CC2=O)cc1OC (stereo unspecified) | 4.3 | 96.1 | -10.3 | 2.44 | 1.2 | 1.3 | 10.3 | 1.1 | 99.2 | -5.6
COCCN1C(=O)/C(=C/c2ccc(N3CCCC3)cc2)SC1=S | -9.3 | 106.7 | -41.8 | -3.49* | 1.7 | 1.3 | 41.8 | 0.9 | 101.7 | 7.0
COc1ccc(N2C(=O)CC(NC34CC5CC(CC(C5)C3)C4)C2=O)c(OC)c1 (stereo unspecified) | -2.4 | 102.2 | 10.1 | -0.449 | -1.0 | 1.13 | -10.1 | 1.1 | 104.3 | -7.9
O=C(C1=C[C@@H]2[C@H]3C(=O)N(c4ccccc4Cl)C(=O)[C@H]3[C@@H](C(=O)c3ccc(Cl)cc3)N2C=C1)c1ccccc1 | -1.8 | 101.6 | -9.8 | 1.57 | 16.9 | 0.98 | 9.8 | 1.1 | 86.6 | -6.5
Cc1ccccc1OCC(=O)OCC(=O)c1ccc(-c2ccccc2)cc1 | -0.9 | 100.8 | . | 0.00752 | -0.3 | 1.18 | . | 1.1 | 100.5 | -5.0
C/C(=N\Nc1cccc2cccnc12)c1ccc[nH]1 | -17.1 | 113.2 | -206.2 | 0.354 | -17.4 | 1.27 | 206.2* | 0.1 | 114.9 | 86.2*
O=C1c2ccccc2NC(c2ccncc2)N1c1ccccn1 (stereo unspecified) | 6.6 | 93.9 | 3.3 | 1.53 | 3.6 | 0.87 | -3.3 | 1 | 102.4 | -3.2
CN(Cc1ccccc1)C(=O)CCC(=O)N(C)Cc1ccccc1 | -24.5 | 122.4 | -6.9 | 0.128 | -4.1 | 1.65 | 6.9 | 1 | 109.1 | -4.5
CCC(C)C1NC(=S)N(C2CCCCC2)C1=O (stereo unspecified) | 12.9 | 88.5 | -5.6 | . | 4.2 | 1.19 | 5.6 | 1.1 | 97.8 | -6.1
CCOC(=O)/C(C#N)=C/c1ccc(SC)cc1 | 3.3 | 96.3 | -0.5 | -0.0704 | 15.0 | 0.98 | 0.5 | 0.9 | 96.7 | 10.7
COc1ccc(OCC(O)CN2CCN(Cc3ccc4c(c3)OCO4)CC2)cc1 (stereo unspecified) | -4.9 | 104.3 | 0.0 | -0.423 | -0.5 | 0.91 | 0.0 | 1.1 | 102.5 | -7.2
COC(=O)C1=C(C)N(Cc2ccc(C)cc2)C(=O)/C1=C\c1ccc(O)c(OC)c1 | 0.3 | 101.1 | 4.8 | . | 14.1 | 1.16 | -4.8 | 1 | 95.2 | -4.3
Cc1c(C(=O)CN2CCSCC2)c2ccccc2n1C | 6.4 | 94.1 | -3.8 | . | 35.5 | 1.02 | 3.8 | 1 | 71.7 | -4.3
COCCCNC(=O)/C=C/c1cccc(Cl)c1 | -3.6 | 103.2 | -3.3 | . | 10.9 | 1.33 | 3.3 | 1.1 | 100.4 | -5.6
COc1ccc2c(c1)Sc1ccccc1N2 | -3.2 | 102.3 | -9.7 | -0.885 | 12.3 | 1.67 | 9.7 | 1 | 91.8 | 0.6
Cc1ccc(NC(=O)CN2C(=O)S/C(=C\c3cc(C)n(-c4cccc(C(=O)O)c4)c3C)C2=O)cc1 | -2.8 | 101.7 | 9.8 | -0.221 | 17.7 | 1.02 | -9.8 | 1 | 93.7 | 2.2
Cc1cc(C)n(-c2cc(C)c(C)cc2Br)n1 | -2.6 | 102.4 | -0.4 | . | 5.5 | 1.14 | 0.4 | 1 | 99.4 | 4.6
COc1ccc(NC(=O)/C=C/C(=O)O)cc1Cl | -12.3 | 111.3 | -13.5 | . | 6.4 | 0.99 | 13.5 | 1.1 | 98.3 | -6.6
CCn1c(SCC(=O)N2CCCCC2)nnc1-c1ccc(S(=O)(=O)N2CCN(C)CC2)cc1 | 1.4 | 98.7 | 13.4 | . | 1.4 | 1.01 | -13.3 | 1 | 103.3 | -1.1
O=C(CN1CCN(c2nc(-c3ccc(F)cc3)cs2)CC1)NCc1ccc2c(c1)OCO2 | 3.6 | 96.7 | -2.5 | . | -2.6 | 0.95 | 2.5 | 1.1 | 105.6 | -7.0
Cc1ccc2nc3c(c(C(=O)O)c2c1)CCC3 | 1.4 | 98.7 | -20.4 | . | 17.2 | 1.37 | 20.4 | 1.1 | 88.3 | -7.8
O=C(CSC1=NCCN1)NC12CC3CC(CC(C3)C1)C2 | -8.6 | 107.8 | 4.0 | -0.907 | -2.3 | 1.1 | -4.0 | 1.1 | 108.2 | -6.9
CCN(CCn1cccn1)C(=O)CCc1nnc(C2(c3ccc(Cl)cc3)CCC2)o1 | -23.2 | 121.7 | -27.2 | 0.748 | 5.9 | 2.29 | 27.2 | 1 | 99.9 | -4.9
Brc1ccc(C2CC(c3ccccc3)=Nc3ccccc3N2)cc1 (stereo unspecified) | -20.9 | 118.4 | -175.5 | 0.151 | -7.8 | 3.44* | 175.5* | 0.9 | 109.0 | 5.0
CCCS(=O)(=O)c1c(S(=O)(=O)CCC)c2c(C)cccn2c1C(N)=O | -1.8 | 102.3 | -13.1 | . | -2.3 | 0.87 | 13.1 | 1.1 | 103.8 | -7.8
O=C(COC(=O)c1ccccc1C(=O)c1ccc(Cl)cc1)NC(c1ccccc1)c1ccccc1 | 4.1 | 96.3 | -11.9 | . | 16.4 | 0.84 | 11.9 | 1 | 89.8 | -3.9

Single records, as listed above. Order of values: STAT1 inh | STAT1 activator | APP 5UTR inh | ROMK primary | STAT3 inh | NF-kB neuron act | APP 5'UTR act | FLuc act counter | STAT3 act | FLuc inh counter
Record of O=C(COC(=O)c1ccccc1C(=O)c1ccc(Cl)cc1)NC(c1ccccc1)c1ccccc1 → 4.1 | 96.3 | -11.9 | . | 16.4 | 0.84 | 11.9 | 1 | 89.8 | -3.9
Record of Cc1ccc(NC(=O)CN2C(=O)S/C(=C\c3cc(C)n(-c4cccc(C(=O)O)c4)c3C)C2=O)cc1 → -2.8 | 101.7 | 9.8 | -0.221 | 17.7 | 1.02 | -9.8 | 1 | 93.7 | 2.2
